High-throughput results from PubChem BioAssay.
RmlCD inh 1536: blocks M. tuberculosis RmlC and RmlD coupled enzymes; RmlC+RmlD coupled enzyme assay, percent inhibition; primary screen in compound mixtures; inhibition, % at 3.6 µM; 160,000 tested, 0.03% active; in the data active = inhibition mostly above about 34%, no sharp cut-off; inconclusive = no clear call, values can overlap the other calls; inactive = mostly below about 22%; note: some results filed as inactive read as strong as hits
Target sequence (P9WH09 whole entry, looked up): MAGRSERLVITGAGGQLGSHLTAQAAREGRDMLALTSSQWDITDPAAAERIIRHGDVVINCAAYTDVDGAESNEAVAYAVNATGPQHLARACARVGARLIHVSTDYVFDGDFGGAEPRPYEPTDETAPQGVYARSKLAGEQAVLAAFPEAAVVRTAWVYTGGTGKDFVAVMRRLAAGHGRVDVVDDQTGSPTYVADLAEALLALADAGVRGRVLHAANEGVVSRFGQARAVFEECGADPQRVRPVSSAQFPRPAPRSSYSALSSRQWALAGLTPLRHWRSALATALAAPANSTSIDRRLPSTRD
Target sequence (P9WH11 whole entry, looked up): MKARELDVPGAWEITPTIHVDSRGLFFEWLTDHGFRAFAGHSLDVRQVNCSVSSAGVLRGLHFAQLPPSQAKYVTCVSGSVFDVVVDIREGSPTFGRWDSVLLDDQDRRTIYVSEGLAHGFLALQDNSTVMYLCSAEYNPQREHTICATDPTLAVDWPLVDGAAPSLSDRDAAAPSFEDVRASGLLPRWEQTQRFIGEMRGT
M. tuberculosis GlmU: inhibition of mycobacterial GlmU enzyme – biochemical, glucosamine-1-phosphate acetyltransferase (AID 1376). M. tuberculosis GlmU acetyltransferase enzyme assay; higher % means a stronger effect. inhibition, %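 (tested at 30 µM in the primary screen)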, or IC50 in µM where a hit was titrated. 220,000 tested, 0.25% active; in the data active = inhibition above about 13%; inconclusive = no clear call, values can overlap the other calls;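 note: 0% = complete reaction with vehicle and 100% = reaction without substrate; strong numbers were not always called active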
The depositor's hits bear a star; ? = inconclusive; · = no result given. The list is partial (hit frequency here may not be typical).

Start of the data: the first 15 entries (preview)
SMILES | RmlCD inh 1536 | M. tuberculosis GlmU
Cc1cc2cc(C(c3nnnn3C3CCCC3)N(Cc3cccnc3)Cc3ccco3)c(=O)[nH]c2cc1C (centres undefined) | 17.3 | 2.5%
CCSc1nnc(NC(=O)NCC(F)(F)F)s1 | 4.1 | 2.8%
COc1cc(/C=C2/N=C(c3ccccc3)OC2=O)c(F)cc1OCc1ccccc1 | · | -0.8%
CC(C)(C)N(NC(=O)Nc1ccc(F)cc1)C(=O)c1ccccc1 | -8.8 | -1.5%
O=S(=O)(Nc1ccc2c(c1)OCO2)c1cccs1 | · | 2.1%
COc1ccccc1-c1nc(C#N)c(N2CCN(c3ccccc3)CC2)o1 | ? | -0.8%
CCOC(=O)c1[nH]n(-c2ccc(Cl)cc2)c(=O)c1C | 5.9 | 0.6%
COc1ccc(NC(=O)CCn2cccc2)c(OC)c1 | -10.7 | 0.6%
CCOC(=O)c1c(-c2ccccc2)csc1NC(=O)CCN1CCOCC1 | 13.6 | -6.8%
CCOC(=O)C1CCCN(C(=O)Cn2cnc3c2c(=O)n(C)c(=O)n3C)C1 (centres undefined) | -7.2 | 4.9%
CCNS(=O)(=O)c1ccc(NC(=O)Nc2ccccc2OC)cc1 | 12.1 | -3.7%
CN(C)C(C)(C)C#CCCCCC#CC(C)(C)N(C)C | · | -1.7%
CC(C(=O)NCc1ccco1)n1cc([N+](=O)[O-])cn1 (centres undefined) | -3.7 | -7.7%
O=C(/C=C/c1ccccc1Cl)NCc1cccs1 | -6.7 | 1.2%
O=C(O)C1(NS(=O)(=O)c2ccc(F)c(Cl)c2)CCCCC1 | 14.2 | -5.7%

Main list, from the first entry:
SMILES | RmlCD inh 1536 | M. tuberculosis GlmU
Cc1cc2cc(C(c3nnnn3C3CCCC3)N(Cc3cccnc3)Cc3ccco3)c(=O)[nH]c2cc1C (centres undefined) | 17.3 | 2.5%
CCSc1nnc(NC(=O)NCC(F)(F)F)s1 | 4.1 | 2.8%
COc1cc(/C=C2/N=C(c3ccccc3)OC2=O)c(F)cc1OCc1ccccc1 | · | -0.8%
CC(C)(C)N(NC(=O)Nc1ccc(F)cc1)C(=O)c1ccccc1 | -8.8 | -1.5%
O=S(=O)(Nc1ccc2c(c1)OCO2)c1cccs1 | · | 2.1%
COc1ccccc1-c1nc(C#N)c(N2CCN(c3ccccc3)CC2)o1 | ? | -0.8%
CCOC(=O)c1[nH]n(-c2ccc(Cl)cc2)c(=O)c1C | 5.9 | 0.6%
COc1ccc(NC(=O)CCn2cccc2)c(OC)c1 | -10.7 | 0.6%
CCOC(=O)c1c(-c2ccccc2)csc1NC(=O)CCN1CCOCC1 | 13.6 | -6.8%
CCOC(=O)C1CCCN(C(=O)Cn2cnc3c2c(=O)n(C)c(=O)n3C)C1 (centres undefined) | -7.2 | 4.9%
CCNS(=O)(=O)c1ccc(NC(=O)Nc2ccccc2OC)cc1 | 12.1 | -3.7%
CN(C)C(C)(C)C#CCCCCC#CC(C)(C)N(C)C | · | -1.7%
CC(C(=O)NCc1ccco1)n1cc([N+](=O)[O-])cn1 (centres undefined) | -3.7 | -7.7%
O=C(/C=C/c1ccccc1Cl)NCc1cccs1 | -6.7 | 1.2%
O=C(O)C1(NS(=O)(=O)c2ccc(F)c(Cl)c2)CCCCC1 | 14.2 | -5.7%
Cc1ccc(N/N=C/c2c(O)cc(C)oc2=O)cc1 | -8.3 | 0.2%
COC(=O)c1ccc(CSc2ncnc3c2oc2ccccc23)o1 | · | 2.3%
Cc1[nH]c2ccccc2c1/C=N/NC(=O)c1cccc(F)c1 | 2.3 | 0.1%
CN1C(=O)NC(c2ccccc2)C2=C1CN(Cc1ccco1)C2=O (centres undefined) | -7.2 | 0.9%
CC1(c2nnc(Cc3ccccc3)o2)CC(c2cccc(Cl)c2)=NO1 (centres undefined) | · | 1.9%
O=S1(=O)CCN(Cc2cccc(C(F)(F)F)c2)CC1 | 5.2 | -0.7%
COC(=O)c1onc(-c2c(Cl)cccc2Cl)c1C(=O)OC | 7.9 | -5.3%
CC1CCN(C(=O)Cn2ncc3c4ccccc4n(C)c3c2=O)CC1 | 28.5 | -2.5%
Cc1cc(C(=O)COC(=O)Cc2n[nH]c(=O)c3ccccc23)c(C)n1-c1ccc2c(c1)OCO2 | 10.5 | -1.1%
COc1cccc(NS(=O)(=O)c2nc3nc(C)cc(C)n3n2)c1 | 5.1 | -1.3%
Cc1cc(C(=O)CC#N)c(C)n1-c1ccc(OC(F)F)cc1 | · | -0.1%
Cc1c(N=Cc2ccco2)c(=O)n(-c2ccccc2)n1C | 14.1 | -4.3%
Cc1ccccc1OCCN1CCC(Cc2ccccc2)CC1 | 14.4 | 5.7%
O=C(C1=C[C@H](C2CC2)C[C@H](OCCCCO)O1)N1CCOCC1 | · | 0.7%
CCCN=C(C)C1=C(O)c2ccccc2C1=O | -8.8 | 3.9%
COC(=O)CCC(=O)c1oc2ccc(Br)cc2c1N | · | -7.2%
COc1cc([N+](=O)[O-])ccc1NC(=O)/C=C\C(=O)O | -1.5 | -2.2%
O=S(=O)(NCCCc1ccccc1)c1ccccc1 | 5.1 | 2.3%
COc1ccc(C(NC(=O)c2ccc(F)cc2)c2ccccc2)cc1 (centres undefined) | 11.1 | 1.0%
Cn1nc(NC(=O)CC(C)(C)CC(=O)O)c2ccccc21 | -1.1 | 0.5%
C/C(=N\NC(=O)c1nn(C)c(C)c1Br)c1ccc(NC(=O)c2ccoc2C)cc1 | -8.2 | -3.7%
O=S(=O)(Oc1ccccc1N1CCCCC1)c1ccccc1 | · | 9.6%
CC(C)CCNC(=O)c1ccc(CSCc2cccc(F)c2)o1 | -5.4 | -2.8%
Nn1c(Cc2cccc3ccccc23)nnc1SCc1ccccc1 | 3.5 | 1.8%
C/C=C(\C)C(=O)NCCN1C2=NC[C@@H](Cc3ccccc3)N2C[C@@H]1Cc1ccc(OC)cc1 | · | -9.6%

Brought forward from above: two entries, then new ones.
SMILES | RmlCD inh 1536 | M. tuberculosis GlmU
Nn1c(Cc2cccc3ccccc23)nnc1SCc1ccccc1 | 3.5 | 1.8%
C/C=C(\C)C(=O)NCCN1C2=NC[C@@H](Cc3ccccc3)N2C[C@@H]1Cc1ccc(OC)cc1 | · | -9.6%
CC1(C)CC(C(=O)Nc2nccs2)CCO1 (centres undefined) | -3.0 | 1.4%
Cc1ccc(NC(=O)COC(=O)/C=C/c2c(C)nn(-c3ccc(F)cc3)c2Cl)cc1F | · | -2.2%
CCOC(=O)CSc1nc2cc(S(=O)(=O)Nc3ccccc3OC)ccc2o1 | · | 3.8%
CCC(C)(C)n1nnnc1C(c1ccccn1)N1CCCCC1 (centres undefined) | · | 3.5%
Cc1cccc(-n2c(SCN3C(=O)c4ccccc4C3=O)nc3ccccc3c2=O)c1 | -7.9 | 2.8%
CC(=O)c1ccc(O)c(CSC2=NCCS2)c1 | -6.4 | -6.6%
COc1ccc(OC)c(NC(=O)CN(C)S(=O)(=O)c2ccc3nc(C)sc3c2)c1 | · | -5.7%
O=C(COc1cc(Cl)c(Cl)cc1Cl)NCCN1CCOCC1 | · | 0.2%
CCOC(=O)C1CCCCN1Cc1ccccc1C(F)(F)F (centres undefined) | · | 12.1%
Cc1ccc(C2=N/C(=C/c3cccs3)C(=O)N2Nc2ccccc2)cc1 | · | 3.2%
CCC(Sc1nc2n[nH]c(C)c2c(=N)n1-c1cc(Cl)ccc1C)C(=O)N1CCOCC1 (centres undefined) | -13.1 | -2.2%
CCCNC(=O)Cn1cnc([N+](=O)[O-])n1 | -8.0 | -0.1%
Cc1ccc(C)c(SCC(=O)Nc2ccc(S(=O)(=O)Nc3ncccn3)cc2)c1 | 13.5 | -4.5%
COc1cccc(N/N=C/c2cccc(Br)c2O)c1 | -3.2 | 0.8%
CCOC(=O)N1CCC(NC(=O)C2CCN(S(=O)(=O)N3CCC(C)CC3)CC2)CC1 | 6.2 | 3.8%
Cc1ccc(OCC(=O)N2CCN(S(C)(=O)=O)CC2)cc1 | 9.0 | 15.3%
CC(=O)OC1N=C(c2ccccc2)c2cc(C)ccc2NC1=O (centres undefined) | 0.1 | -5.6%
CC(C)C(NS(=O)(=O)c1ccc2c(c1)oc(=O)n2C)C(=O)N1CCN(c2ccccc2F)CC1 (centres undefined) | -7.7 | 0.1%
COCCCNc1ncnc2sc3c(c12)CCC(C)C3 (centres undefined) | · | -0.2%
COc1cccc(/C=N/NC(=O)c2csc(-n3nc(C)cc3C(F)(F)F)n2)c1 | 7.1 | 4.1%
Cc1ccc(NC(=O)NNC(=O)c2sccc2-n2cccc2)cc1 | 7.4 | 5.4%
C[C@]1(C(=O)O)Cc2oncc2C[C@@H]1C(=O)O | -11.4 | -2.3%
CCOC(=O)C(=CN(CCc1ccccc1)CC(=O)OC)C(=O)OCC | · | 2.5%
COC(=O)[C@@H](NC(=O)NC1CCCc2ccccc21)C(C)C (some centres undefined) | · | -2.7%
N=C1c2ccccc2CN1NC(=O)C1CC1 | 4.0 | 2.3%
CCOC(=O)C1CCN(C(=O)COC(=O)c2ccc3c(c2)C(=O)N(c2ccc(OCC)cc2)C3=O)CC1 | 4.7 | -2.8%
CC(CCc1ccco1)NC(=O)Cn1ncc2c(=O)oc3ccccc3c21 (centres undefined) | -9.2 | 0.2%
Cc1nn(Cc2ccc([N+](=O)[O-])cc2)c(=O)n1-c1cccc(Cl)c1 | -9.5 | 2.5%
CC(C)=C1C2CC2C2C(C(=O)O)C12 (centres undefined) | · | -5.0%
O=P(COCCOCCOCP(=O)(c1ccccc1)c1ccccc1)(c1ccccc1)c1ccccc1 | 2.7 | 0.7%
O=C(Nc1cccnc1)c1cnn2cccnc12 | -5.2 | 3.1%
CCOC(=O)C1CCCN(CCC(=O)Nc2cc(C)ccc2C)C1 (centres undefined) | -8.5 | -4.7%
CCCN1C(=O)c2cc(C(=O)NCc3cccs3)ccc2C1O (centres undefined) | · | -1.3%
CCN(Cc1ccncc1)Cc1nc(-c2ccc(C(=O)OC)cc2)no1 | · | 2.3%
CCOP(=O)(C(NC(=O)c1ccccc1Cl)=C(Cl)Cl)c1ccccc1 (centres undefined) | -2.8 | -4.5%
O=c1[nH]nc(Cc2ccc(Cl)cc2Cl)c2ccccc12 | 11.5 | -7.5%
N#CCCN(CCC#N)C(=O)c1ccc(Cl)cc1 | · | 0.1%
Cc1cn(CC2COC(C)(C)O2)c(=O)[nH]c1=O (centres undefined) | 13.3 | 5.2%
Cc1ccc(O)c(N=Cc2cccs2)c1 | -15.5 | -1.0%
COCCNC(=S)N1CCC(NC(=O)C23CC4CC(CC(C4)C2)C3)CC1 | 7.4 | 3.2%
COc1ccc(-c2cc(C(=O)Nc3ccc(S(=O)(=O)Nc4onc(C)c4C)cc3)c3ccccc3n2)cc1 | 11.5 | 6.0%
CCNC(=O)COC(=O)CNC(=O)c1cc(Cl)cc([N+](=O)[O-])c1 | -12.1 | 1.9%
CC(C)(C)c1csc(CS(=O)(=O)c2ccccn2)n1 | 13.4 | -8.0%
Cc1cc(C)n(-c2nncc(-c3ccccc3)n2)n1 | -13.2 | 1.7%
CCOc1ccc(NC(=S)Nc2ccc(C)c([N+](=O)[O-])c2)cc1 | 5.7 | -0.8%
O=C(CN1CCCN(S(=O)(=O)c2ccc(F)cc2)CC1)Nc1ccccc1Br | 5.3 | -6.2%
Cc1ccccc1-n1nc(C)c(N=O)c1N | 3.7 | -1.3%
O=c1cc(N2CCCCC2)nc2n1CCCS2 | · | -2.6%
O=C(/C=C/c1cccc([N+](=O)[O-])c1)NCCSCc1ccco1 | -11.2 | 0.8%
CCOC(=O)C1(CCOc2ccccc2)CCN(Cc2cccn2-c2cccnc2)CC1 | 2.4 | -0.6%
CCCn1c(N)c(C(=O)CSc2nc3ccccc3c(=O)n2-c2ccc(OC)cc2)c(=O)[nH]c1=O | -5.3 | 2.1%
CCOc1cc(CNc2ccc3c(c2)OCCO3)cc(Br)c1OC | 6.5 | 0.7%
Fc1ccc(N2CCN(c3nc(-c4ccco4)cc(C(F)(F)F)n3)CC2)cc1 | 7.8 | -4.1%
O=C(CSc1nnc(-c2ccccc2Br)o1)Nc1cccc2ccccc12 | 6.3 | -3.0%
CCc1nnc(N/N=C/c2ccccc2F)n1N | 2.1 | 1.7%
Cc1ccc(-c2cnc(NC(=O)CCC(=O)N(C)Cc3ccccc3)n2C)cc1 | · | 0.5%
CCOC(=O)c1nn(-c2ccc(Cl)cc2Cl)c(=N)c(C#N)c1C | 0.7 | 1.1%
COc1cc(/C=C2/SC(=S)NC2=O)ccc1OS(=O)(=O)c1ccc(C)cc1 | 4.3 | 9.5%
CN1CCc2c(sc3nc(SCC(=O)N4CCOCC4)nc(N)c23)C1 | · | -4.8%
Cc1nonc1NC(=O)CSc1nc2c(C)cccc2cc1C#N | -5.5 | -3.7%

Next section:
SMILES | RmlCD inh 1536 | M. tuberculosis GlmU
CCCC/C(C)=N/NC(=O)C(=O)NCCc1ccccc1 | 9.0 | 2.0%
CC(=O)N1CCN(c2ccc(NC(=O)c3ccc4c(c3)OCO4)cc2)CC1 | -5.0 | -0.7%
COc1ccccc1/C=C/C(=O)NC(=S)NC(C)C | -9.1 | 0.8%
COc1ccc([N+](=O)[O-])cc1NCc1cccnc1 | -11.8 | -2.3%
O=c1[nH]cnc2sc3c(c12)CCN(Cc1ccccc1)C3 | 2.3 | -1.6%
O=C(OCC(=O)N1CCOCC1)c1ccc(Cl)nc1 | -6.5 | -1.2%
CCCCCCCC(=O)NNC(=O)c1ccc(F)cc1 | 3.0 | 6.3%
CC1(C)CCCN(C(=O)N2c3ccccc3Sc3ccccc32)C1 | · | -1.4%
CCN(CC)c1ccc(/C=N\N2CCN(Cc3ccc(C)cc3)CC2)cc1 | 2.6 | 5.5%
COc1cc2c(cc1OC)C(COc1ccccc1OC)N(C(=O)C(C)C)CC2 (centres undefined) | -0.2 | 1.2%
O=C(NC1CCCCC1)C(c1ccc(F)cc1)N(CCN1CCOCC1)C(=O)c1ccc(-c2ccccc2)[nH]1 (centres undefined) | -11.9 | -5.9%
CCN(C(=O)Cn1c(=O)n(Cc2ccccc2)c(=O)c2ccccc21)c1cccc(C)c1 | · | 7.9%
